GRK2 aptamer HTS = compounds blocking aptamer binding on GRK2 – biochemical, human GRK2, bead flow cytometry, HTS, primary screen. Beta-adrenergic receptor kinase 1 (Homo sapiens), P25098. FAM-aptamer displacement from GRK2. inhibition of aptamer binding, % at 10 µM. hit rate 0.59% among 330,000;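 active means inhibition of aptamer binding above 40%, roughly 3 SD of noise, on plates passing a quality check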;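 further: median bead fluorescence of bound FAM aptamer so fluorescent compounds give negative values; no value below 0 was filed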
PP5 primary = PP5 phosphatase inhibitors, primary screen, biochemical, fluorescence. inhibition, % at 6.7 µM. AID 1987, 2009. purified PP5c, OMFP substrate fluorescence. hit rate 0.18% among 320,000. Serine/threonine-protein phosphatase 5 (Homo sapiens), P53041;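 active means inhibition above the campaign's mean inhibition across all tested compounds plus 3 SD, cut at about 9.5% in these data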;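 further: 0% = DMSO only and 100% = 100 µM cantharidin control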
procasp7 counter = procaspase-7 activators, primary screen, counter-screen for procaspase-3 activator project, biochemical, absorbance, HTS, human | Caspase-7 (Homo sapiens), P55210 | recombinant procaspase-7, Ac-DEVD-pNA absorbance 405 nm; D23A/D198A/D206A triple mutant, cannot self-cleave; scale: DMSO 0, 5 µM enzyme 100 | activation, % at 8.5 µM | hit rate 0.093% among 330,000 | AID 463210, 2010;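 active means percent activation above the screen-wide mean plus 3 SD, cut at about 25% in these data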
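Assay system: Uncleavable procaspase-7 mutant enzyme / Input: 2 µM procaspase-7 mutant as dispensed / Dosing: single nominal 8.5 µM compound dose, 0.8% DMSO final / Timing: 1 h enzyme–compound preincubation and 2 h substrate reaction, both 25 °C / Detection: p-Nitroaniline absorbance at 405 nm, read at 0 and 120 min / Replication: singlicate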
Fh CTSL1 inh = Fasciola hepatica cathepsin L1 inhibitors, primary screen, counter-screen for PFM18AAP inhibitor project, biochemical, QFRET, fluorogenic peptide substrate. recombinant F. hepatica cathepsin L1, Z-Leu-Arg-MCA fluorescence. inhibition, % at 5.96 µM. hit rate 0.49% among 300,000;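 active means inhibition above the mean of all tested compounds plus 3 SD, set per screening campaign, cut at about 17% in these data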;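 further: 0% = plate median of test compound wells and 100% = 1 µM Z-Phe-Ala-diazomethylketone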
GASC-1 inh = inhibitors of GASC-1 histone demethylase, primary screen, biochemical, fluorescence, DELFIA europium; inhibition, % at 2.35 µM; GST-JMJD2C(1-420) H3K9me3 demethylation; hit rate 0.069% among 330,000;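 active means more than half of a compound's replicate wells show inhibition beyond 50%, single wells judged on their own value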;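 further: signal counts dimethyl H3K9 product captured on neutravidin plate; 0% = median of DMSO wells and 100% = 0.3 times that DMSO median; strong numbers were not always called active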
core dimer inh = inhibitors of HCV core protein dimerization, primary screen, biochemical, TR-FRET, high-throughput | hit rate 0.33% among 300,000 | inhibition, % at 5 µM | TR-FRET GST/Flag-core106 dimerization, 1536-well;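 active means inhibition above the mean of all tested compounds plus 3 SD, set per screening campaign, cut at about 45% in these data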
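Assay system – GST-tagged and Flag-tagged HCV core protein residues 1-106 · Quantity – core106 proteins, GST 13.5 nM and Flag 17 nM · Benchmarks – unlabelled core106 and no-GST-core106 wells · Read-out basis – percent inhibition of core106 dimerization signal · Detection – time-resolved FRET, ex 340 nm, em 617 and 671 nm · Schedule – 4 h at 22.5 °C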
PP1 counter = PP1-alpha phosphatase inhibitors, primary screen, counter-screen for PP5 inhibitor project, biochemical, fluorescence, OMFP substrate, single point. hit rate 0.9% among 320,000. Serine/threonine-protein phosphatase PP1-alpha catalytic subunit (Homo sapiens), P62136. inhibition, % at 6.7 µM. purified PP1alpha;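 active means inhibition above the mean inhibition of all tested compounds plus 3 SD, computed separately for each screening campaign, cut at about 15% in these data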
VLA-4 inh = inhibition in human VLA-4 binding assay, primary screen, VLA-4 allosteric modulator project, MLPCN library, flow cytometry, VLA-4 expressing cells; Integrin alpha-4 (Homo sapiens), P13612; ligand binding flow cytometry; inhibition, % (about 7 µM as worked out from the volumes in the protocol); hit rate 0.2% among 330,000; AID 2557, 2010; in the data active means inhibition above about 50%
Target sequence (P13612 whole entry, looked up): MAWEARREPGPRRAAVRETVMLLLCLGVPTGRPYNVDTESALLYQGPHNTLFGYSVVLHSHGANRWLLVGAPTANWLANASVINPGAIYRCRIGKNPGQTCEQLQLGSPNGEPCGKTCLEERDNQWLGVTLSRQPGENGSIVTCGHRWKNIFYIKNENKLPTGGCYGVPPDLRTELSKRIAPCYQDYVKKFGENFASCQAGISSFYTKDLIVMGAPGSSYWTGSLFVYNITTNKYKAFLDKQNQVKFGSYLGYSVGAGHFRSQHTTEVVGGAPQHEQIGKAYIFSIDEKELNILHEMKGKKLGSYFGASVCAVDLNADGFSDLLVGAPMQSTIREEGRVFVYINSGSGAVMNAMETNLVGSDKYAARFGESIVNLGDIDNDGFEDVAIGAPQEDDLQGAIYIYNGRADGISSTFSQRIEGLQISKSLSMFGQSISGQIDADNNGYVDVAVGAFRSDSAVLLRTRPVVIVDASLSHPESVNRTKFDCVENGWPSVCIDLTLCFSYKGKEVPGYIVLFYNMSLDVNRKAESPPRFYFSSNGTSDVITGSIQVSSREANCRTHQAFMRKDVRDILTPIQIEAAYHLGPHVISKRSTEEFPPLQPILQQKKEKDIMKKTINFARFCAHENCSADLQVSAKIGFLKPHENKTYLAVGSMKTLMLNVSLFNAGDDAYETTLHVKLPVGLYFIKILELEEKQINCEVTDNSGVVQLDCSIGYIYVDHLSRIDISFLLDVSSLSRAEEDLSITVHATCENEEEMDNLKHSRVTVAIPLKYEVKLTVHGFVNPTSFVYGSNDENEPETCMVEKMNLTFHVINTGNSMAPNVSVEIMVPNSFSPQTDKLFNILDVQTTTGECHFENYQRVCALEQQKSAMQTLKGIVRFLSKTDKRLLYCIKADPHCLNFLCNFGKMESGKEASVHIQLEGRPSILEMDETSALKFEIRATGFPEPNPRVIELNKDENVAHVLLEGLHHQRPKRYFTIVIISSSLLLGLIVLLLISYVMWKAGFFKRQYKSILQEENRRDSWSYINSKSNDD
proCasp3 act = activators of human procaspase-3 D3A mutant, primary screen, biochemical, absorbance, PC-3 D3A mutant, single concentration | AID 463141, 2010 | Caspase-3 (Homo sapiens), P42574 | hit rate 0.11% among 330,000 | recombinant procaspase-3 D3A, Ac-DEVD-pNA absorbance 405 nm | activation, % at 8.5 µM;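 active means activation above the mean of all tested compounds plus 3 SD, cut at about 21% in these data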;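 further: 0% = DMSO alone and 100% = DMSO wells spiked with extra 5 µM PC-3 D3A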
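System: Procaspase-3 D3A mutant. Medium: Zinc-free 300 mM NaCl, 50 mM HEPES, 0.01% Triton X-100. Schedule: 1 h preincubation plus 2 h reaction at 25 °C. Measured by: 405 nm absorbance of p-nitroaniline, reads at 0 and 120 min. Read-out: percent activation relative to control range.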
Starred values were filed as active, the others as inactive; . = not tested or not shown; & = joins results of further samples.

SMILES,GRK2 aptamer HTS,PP5 primary,procasp7 counter,Fh CTSL1 inh,GASC-1 inh,core dimer inh,PP1 counter,VLA-4 inh,proCasp3 act
CCOc1ccccc1NC1=CC(=O)CC(c2ccccc2)C1 (stereo not drawn),3.0,2.9,20.1,-1.6,-4.8,3.3,-0.6,6.7,15.2
O=C(NCc1ccc2c(c1)OCO2)C1CC(=O)N(c2ccc(O)cc2)C1 (stereo not drawn),0.0,-1.2,12.9,4.3,-3.2,3.2,0.3,-0.3,-0.5
Cc1csc(C(=O)NN)c1N(C)C,2.0,1.4,6.2,2.0,-18.2,1.3,-6.0,-12.3,-1.1
O=C(NCc1n[nH]c(=S)n1-c1ccccc1Cl)c1ccc(S(=O)(=O)N2CCCCC2)cc1,2.0,0.7,-8.2,4.3,-7.4,-10.4,-0.7,6.0,-9.1
Cc1nn(CCCC(=O)NCc2ccccc2)c(=O)c2nccn12,3.0,2.8,-9.4,2.7,10.3,0.6,-1.2,-1.1,2.9
Cc1ccc(NC(=O)C2CC(=O)N(CCc3ccccc3)C2)c(C)c1 (stereo not drawn),0.0,0.5,-6.7,2.2,7.8,-2.1,-1.1,10.7,-0.2
Cc1cc(C)cc(NC(=S)N2CCC(NC(=O)C3CC3)CC2)c1,1.0,0.4,0.1,-3.2,-4.4,4.4,1.9,7.6,13.8
Cc1nc(NCCc2ccc(O)cc2)c2nnn(Cc3ccccc3)c2n1,3.0,2.6,-2.6,-1.3,-2.1,-5.8,-1.6,-7.8,6.1
CCC(=O)Nc1cccc(NC(=O)CSc2nnc(-c3ccc(NS(C)(=O)=O)cc3)n2C)c1,2.0,0.2,1.0,0.7,6.6,0.4,-2.5,9.5,-2.1
CN(Cc1ccccc1)C(=O)COC(=O)c1cc(=O)[nH]c2ccccc12,2.0,.,-9.7,.,-0.1,.,.,0.0,-1.1
CCc1noc(N)c1C(=O)Nc1ccc(F)c(Cl)c1,0.0,1.4,7.3,-1.2,-1.5,3.2,-2.0,5.1,-2.1
CSCCNC(=O)c1ccc(OC2CCN(CCc3ccccc3)CC2)cc1,0.0,-1.0,3.3,-2.1,10.2,-1.4,-3.7,1.2,-1.5
CCc1ccccc1NC(=O)c1ccc(F)c(S(=O)(=O)N2CCC(C(N)=O)CC2)c1,3.0,2.5,-5.6,7.5,1.7,-2.4,-2.0,6.0,-0.2
NC1=NN=C(N2N=C(c3ccccc3)CC2(O)C(F)(F)F)n2ncnc2C1 (stereo not drawn),3.0,3.9,-1.6,1.1,5.6,0.5,0.0,4.6,-2.2
OCCO,0.0,.,15.6,.,.,.,.,15.2,4.7
Cc1ccc(NC2CCCN(C(=O)Cc3nonc3C)C2)cc1C (stereo not drawn),3.0,-0.6,-6.0,2.0,3.7,-8.8,-5.0,5.4,-3.6
O=C(c1ccc(Oc2ccc([N+](=O)[O-])cc2Cl)cc1)N1CCCC1,0.0,0.8,6.6,2.6,0.4,15.3,-3.1,8.1,8.3
COc1ccc(N2CC(C(=O)Nc3cccc(S(=O)(=O)N4CCCC4)c3)CC2=O)c(OC)c1 (stereo not drawn),0.0,1.6,9.7,-0.2,6.7,2.1,-1.9,-5.6,0.7
COc1ccc(-n2c(C)ccc2C)c([N+](=O)[O-])c1,5.0,-2.4,8.5,-5.5,15.6,8.9,0.0,12.1,4.1
CCOc1ccccc1NC(=O)c1oc2ccccc2c1NC(=O)C1CCCO1 (stereo not drawn),3.0,-0.7,-2.6,18.1*,-21.6,6.8,5.0,-4.8,0.1
O=C(NCc1ccccn1)C(=O)NCC1OCCN1S(=O)(=O)c1ccc(F)cc1 (stereo not drawn),0.0,1.5,4.0,-1.9,1.4,0.9,-0.8,-2.2,-2.0
CCn1nnnc1SCC(=O)NNC(=O)C1CCCCC1,0.0,-0.5,-6.2,15.0,12.6,-0.5,0.3,0.7,6.0
Cc1cc(C)c2c(c1)cc(C)c1nnc(SCC(=O)Nc3ccc(S(=O)(=O)N4CCCCC4)cc3)n12,4.0,1.6,-2.5,2.4,-8.5,-0.8,0.4,-12.1,-5.7
O=C1c2ccccc2C(O)(c2ncc[nH]2)N1C1CCCCC1 (stereo not drawn),2.0,2.2,3.7,-1.6,-0.2,1.3,-1.3,7.8,7.1
COc1ccc(CNC(=O)c2ccncc2)cc1,0.0,3.0,-8.1,0.6,-18.7,-2.0,-0.6,0.2,4.5
CCN(CC)S(=O)(=O)c1cccc(NC(=O)COC(=O)c2cc(=O)c3ccccc3o2)c1,0.0,-2.9,7.8,2.0,1.2,-0.3,-2.9,5.3,-3.3
Cn1cccc1Cc1nnc(SCC(=O)Nc2ccccc2F)n1CCc1ccccc1,1.0,3.1,-17.3,2.9,-5.6&2.2,7.8,-4.8,-0.5,-2.3
CNc1cc(N2CCCC2)ccc1[N+](=O)[O-],5.0,-2.5,-8.1,3.5,-7.3,1.3,-1.7,13.1,-6.5
O=C(CCNC(=O)C1CCN(S(=O)(=O)c2ccccc2)CC1)NCc1cccc(C(F)(F)F)c1,3.0,-1.0,-1.2,-6.2,4.5,-1.4,-7.8,4.4,6.2
Cc1ccc(S(=O)(=O)N2CCCC2)cc1C(=O)N1CCC(C)CC1,0.0,1.5,2.6,1.4,-3.0,0.7,-1.7,42.0,-6.5
CCc1ccc(N(CC(=O)NC2CCCCC2)C(=O)CNC(=O)c2ccco2)cc1,1.0,0.9,-1.2,-3.2,3.0,3.9,-0.3,3.5,7.2
Clc1cccc(-c2cc3nc4c(c(N5CCN(c6cnccn6)CC5)n3n2)CCCC4)c1,0.0,0.9,8.3,-0.5,0.7,1.1,-0.3,21.2,-1.8
Cc1csc(NC(C)c2nc3cc(C(F)(F)F)ccc3n2CCCO)n1 (stereo not drawn),.,2.4,-4.5,-4.2,-9.2,-5.6,-3.2,.,5.7
NC(=O)c1c(NC(=O)c2ccccc2Cl)sc2c1CCC2,2.0,2.5,-6.1,1.2,-2.4,1.7,3.7,12.2,-2.5
Cc1ccc(C)c(NC(=O)COC(=O)CC2c3ccccc3CCN2S(=O)(=O)c2ccc(F)cc2)c1 (stereo not drawn),2.0,2.9,-0.8,-5.6,-4.7,5.7,-1.9,27.7,-1.5
Cc1ccccc1-c1nc(CS(=O)CC(=O)NCCc2ccc(Cl)cc2)c(C)o1 (stereo not drawn),0.0,0.6,-3.4,-11.3,4.9,3.5,-4.7,8.5,-1.8
COc1ccc(/C=C/c2nnc(NC(=O)COc3cccc(C)c3)s2)cc1,0.0,1.1,-8.6,-0.1,5.3,14.3,4.1,6.4,-6.1
CCOC(=O)Nc1ccc2c(c1)N(C(=O)CN1CCN(CCO)CC1)c1ccccc1CC2,1.0,0.5,-3.1,-3.5,4.7,1.7,-1.6,-5.5,1.8
O=C(NC1CCCc2ccccc21)C1CCN(c2c3c(nc4ncnn24)CCC3)CC1 (stereo not drawn),0.0,0.6,-1.1,2.2,2.6,1.4,-1.3,7.2,1.9
CCCC(NC(=O)c1ccco1)c1nc2ccccc2[nH]1 (stereo not drawn),3.0,0.5,-4.4,-1.7,-3.3,-2.9,-2.6,4.0,10.3

Nine entries out of the list, arranged by SMILES length, rising.
SMILES,GRK2 aptamer HTS,PP5 primary,procasp7 counter,Fh CTSL1 inh,GASC-1 inh,core dimer inh,PP1 counter,VLA-4 inh,proCasp3 act
CCCC(NC(=O)c1ccco1)c1nc2ccccc2[nH]1 (stereo not drawn),3.0,0.5,-4.4,-1.7,-3.3,-2.9,-2.6,4.0,10.3
Cc1csc(NC(C)c2nc3cc(C(F)(F)F)ccc3n2CCCO)n1 (stereo not drawn),.,2.4,-4.5,-4.2,-9.2,-5.6,-3.2,.,5.7
Cc1ccc(S(=O)(=O)N2CCCC2)cc1C(=O)N1CCC(C)CC1,0.0,1.5,2.6,1.4,-3.0,0.7,-1.7,42.0,-6.5
Cc1ccccc1-c1nc(CS(=O)CC(=O)NCCc2ccc(Cl)cc2)c(C)o1 (stereo not drawn),0.0,0.6,-3.4,-11.3,4.9,3.5,-4.7,8.5,-1.8
O=C(NC1CCCc2ccccc21)C1CCN(c2c3c(nc4ncnn24)CCC3)CC1 (stereo not drawn),0.0,0.6,-1.1,2.2,2.6,1.4,-1.3,7.2,1.9
CCOC(=O)Nc1ccc2c(c1)N(C(=O)CN1CCN(CCO)CC1)c1ccccc1CC2,1.0,0.5,-3.1,-3.5,4.7,1.7,-1.6,-5.5,1.8
Clc1cccc(-c2cc3nc4c(c(N5CCN(c6cnccn6)CC5)n3n2)CCCC4)c1,0.0,0.9,8.3,-0.5,0.7,1.1,-0.3,21.2,-1.8
O=C(CCNC(=O)C1CCN(S(=O)(=O)c2ccccc2)CC1)NCc1cccc(C(F)(F)F)c1,3.0,-1.0,-1.2,-6.2,4.5,-1.4,-7.8,4.4,6.2
Cc1ccc(C)c(NC(=O)COC(=O)CC2c3ccccc3CCN2S(=O)(=O)c2ccc(F)cc2)c1 (stereo not drawn),2.0,2.9,-0.8,-5.6,-4.7,5.7,-1.9,27.7,-1.5

The list goes on.
SMILES,GRK2 aptamer HTS,PP5 primary,procasp7 counter,Fh CTSL1 inh,GASC-1 inh,core dimer inh,PP1 counter,VLA-4 inh,proCasp3 act
Cc1cc(=O)[nH]c(N/N=C/c2ccccc2Cl)n1,0.0,2.2,1.8,1.3,1.7,4.2,3.1,14.7,3.8
C[C@@H]1COC(=O)[C@H](Cc2ccc(F)cc2)CC/C=C\C[C@@H](CC(=O)NCCO)C(=O)N1,0.0,.,5.3,.,5.7,.,.,-6.5,-1.7
S=c1[nH]cnc2scc(-c3ccc(Br)cc3)c12,1.0,2.6,-6.1,2.1,-0.2,6.0,-0.8,10.7,2.1
CCCCNC(=S)NNC(=O)c1cc(-c2ccncc2)nc2ccccc12,0.0,1.4,4.9,-0.8,-0.6,3.0,-2.7,4.2,-2.2

Screens (PubChem)
